# DUSP1 inh – blocks human MKP-1 phosphatase activity | P28562 | recombinant MKP-1, OMFP hydrolysis fluorescence | inhibition, %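 (compounds tested at a single concentration somewhere between 10 and 100 µM)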 | actives 0.15% (n = 65,000) | AID 374;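 active means inhibition above about 50%, limit read from the data; inconclusive means inhibition over screen mean plus 3 SD, below that limit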;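 further: 0% = DMSO max control wells and 100% = wells with enzyme stopped by NaOH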
# Target sequence (P28562 whole entry, looked up): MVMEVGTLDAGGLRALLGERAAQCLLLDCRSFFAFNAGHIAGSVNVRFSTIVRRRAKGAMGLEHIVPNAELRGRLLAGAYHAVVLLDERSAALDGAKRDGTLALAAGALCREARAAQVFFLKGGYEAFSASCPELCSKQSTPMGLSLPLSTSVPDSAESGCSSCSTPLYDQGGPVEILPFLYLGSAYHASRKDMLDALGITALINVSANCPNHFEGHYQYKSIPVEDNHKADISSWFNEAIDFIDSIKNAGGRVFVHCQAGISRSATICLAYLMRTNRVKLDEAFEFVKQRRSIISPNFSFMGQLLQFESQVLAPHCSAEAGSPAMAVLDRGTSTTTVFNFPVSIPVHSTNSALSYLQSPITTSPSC
# Ec RNAP inh – inhibitors of Escherichia coli RNA polymerase; E. coli RNA polymerase, fluorescence transcription assay; inhibition, %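 (tested at 10 µM)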; actives 0.2% (n = 62,000); AID 559; in the data active means inhibition above about 20%;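 further: 0% = enzyme without compound and 100% = no enzyme blank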
# AP ELISA ortho – alternative pathway complement inhibition, orthogonal assay; Human serum alternative complement pathway, LPS-coated ELISA, C3 deposition; tested in compound mixtures; inhibition, % at 5 µM; actives 0.08% (n = 62,000); AID 1235;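 active means inhibition above 30% in each of the two pooled mixtures holding the compound, so the lower value exceeds 30%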;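 further: 0% = serum in Mg-EGTA without compound and 100% = EDTA serum blank; some compounds past the cut are filed as inactive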
#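 Assay system: human serum alternative complement pathway, C3 deposition on LPS-coated wells; Dosing: 5 µM per compound in ten-compound mixtures; Detection: Anti-C3 ELISA, OD 450 nm; Buffer or medium: Mg2+-EGTA GVB++ buffer containing human serum at 1:15 dilution; Timing: 1 h at 37 °C; Replication: two different pools per compound.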
# Hsp90 inh – displaces geldanamycin probe from tumor Hsp90; P07900; NCI-N417 lysate Hsp90, Cy3B-geldanamycin FP displacement; inhibition, % at 30 µM; actives 0.35% (n = 64,000); AID 429;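 active means inhibition above 50%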;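 further: 0% = tracer plus lysate wells and 100% = tracer alone without lysate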
# CatB block – inhibitors of human cathepsin B; purified cathepsin B, fluorogenic substrate, fluorescence; P07858; actives 0.1% (n = 63,000); inhibition, %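 (tested at 10 µM)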; in the data active means inhibition above about 21%;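 further: 0% = enzyme with no compound and 100% = no enzyme blank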
# CatB mixtures – human cathepsin B inhibition by mixtures | actives 0.06% (n = 62,000) | Purified cathepsin B, AMC dipeptide fluorescence, compound mixtures | P07858 | inhibition, %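 (ten-compound pools at 5 µM per compound and 50 µM total)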; in the data active means inhibition above about 22%, passing the limit was not always enough; inconclusive means no clear call, values can overlap the other calls;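 further: 0% = enzyme without compound and 100% = no enzyme blank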
# D1 mod – allosteric modulators of human D1 dopamine receptor; P21728; HEK293 D1, CRE-luciferase, dopamine EC30 potentiation; actives deviate in either direction; B-score at 10 µM; actives 5.9% (n = 58,000); AID 641;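 active means luminescence count or its row- and column-corrected plate score outside the 99.7% band of the plate's sample wells, on either side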
# Cdc25B block – human M-phase inducer phosphatase 2 inhibition. P30305. recombinant Cdc25B, OMFP fluorescence Ex485/Em525. inhibition, %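 (compounds tested at 10 µM final in the well)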. actives 0.1% (n = 65,000); in the data active means inhibition above about 50%
# Target sequence (P30305 whole entry, looked up): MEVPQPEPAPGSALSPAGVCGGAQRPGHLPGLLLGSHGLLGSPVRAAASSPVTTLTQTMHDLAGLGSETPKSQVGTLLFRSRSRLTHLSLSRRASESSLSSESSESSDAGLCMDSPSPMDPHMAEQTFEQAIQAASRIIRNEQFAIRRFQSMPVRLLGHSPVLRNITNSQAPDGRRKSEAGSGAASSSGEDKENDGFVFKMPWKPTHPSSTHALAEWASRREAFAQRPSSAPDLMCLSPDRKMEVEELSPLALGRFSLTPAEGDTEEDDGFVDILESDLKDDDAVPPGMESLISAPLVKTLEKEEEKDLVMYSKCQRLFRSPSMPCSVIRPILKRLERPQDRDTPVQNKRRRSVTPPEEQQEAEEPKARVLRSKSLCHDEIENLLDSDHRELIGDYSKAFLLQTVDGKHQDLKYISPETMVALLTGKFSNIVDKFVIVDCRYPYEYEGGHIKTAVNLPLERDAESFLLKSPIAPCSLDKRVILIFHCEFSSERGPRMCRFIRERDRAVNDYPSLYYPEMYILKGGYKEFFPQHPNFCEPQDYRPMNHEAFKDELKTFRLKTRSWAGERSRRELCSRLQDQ
# tolC growth inh – blocks growth of E. coli BW25113 tolC mutant. OD615. growth inhibition, % at 10 µM (by protocol). actives 2.2% (n = 65,000). AID 573;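 active means growth inhibition at or above a cutoff equal to the mean over every tested compound plus 3 SD, cut at about 60% in these data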;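 further: growth measured after 20 h incubation at 37 °C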
#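 Test system: tolC-deleted E. coli BW25113 | Medium: LB with kanamycin 50 µg/mL | Compound dosing: Single concentration, 10 µM final per compound | Schedule: 37 °C, 20 h exposure | Measured by: OD at 615 nm | Evaluation: Percent growth inhibition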
# Numbers without * were called inactive; u = inconclusive; x = not tested or not shown. Not a hit list, and some 7.6% of all compounds hit somewhere here.
item	molecule	DUSP1 inh	Ec RNAP inh	AP ELISA ortho	Hsp90 inh	CatB block	CatB mixtures	D1 mod	Cdc25B block	tolC growth inh
1	CCOC(=O)N1CCC(NC(=O)CC(NS(=O)(=O)c2ccc(C)cc2)c2ccco2)CC1 (stereo not drawn)	4.6	1.6	7.3	-0.7	4.2	6.1	x	-16.8	8.2
2	CCOC(=O)c1cccc(NC(=O)C2CCN(S(=O)(=O)c3cnc[nH]3)CC2)c1	10.4	4.4	29.5	-1.7	-3.0	5.5	0.299	-5.2	-12.2
3	CC1(C)NC(=O)N(CC(O)COc2ccccc2C(=O)N2CCCCC2)C1=O (stereo not drawn)	18.4	x	-9.4	-3.6	2.2	6.2	0.117	-11.5	-2.7
4	CCOC(=O)c1ccc(NC(=O)Nc2cc(C)on2)cc1	5.9	11.0	-4.0	1.1	8.1	0.0	-0.845	-0.1	-2.6
5	CCOc1ccc(NC(=O)COC(=O)Cn2cnnn2)cc1OCC	3.1	2.5	11.8	1.2	-5.3	-3.5	x	2.1	-13.3
6	CC(=O)Nc1cccc(N2CCCC2=O)c1	7.1	8.2	14.1	-2.8	6.1	4.0	1.24	-1.1	-13.8
7	CC(C)(C)c1cc(NC(=O)c2cccnc2)no1	38.0	1.5	16.7	-2.5	-6.0	2.6	x	2.1	-5.5
8	CCOc1ccc(S(=O)(=O)N2CCN(c3ccccc3)CC2)c2cccnc12	28.5	10.9	-0.7	-5.0	4.6	2.9	2.09	-2.6	9.1
9	O=C(c1cc(-c2cccs2)on1)N1CCCc2ccccc21	4.0	2.6	11.8	-2.4	-3.5	1.1	0.108	-10.4	43.9
10	CC(=O)Nc1ccccc1OCc1nnc(-c2cccs2)o1	1.3	-1.0	-7.4	-1.7	6.4	2.5	-0.204	2.7	20.8
11	O=C(CCN1CCCCC1)NCNC(=O)CCN1CCCCC1	-8.5	-8.4	-3.5	-0.8	3.0	1.7	-0.235	-16.6	0.0
12	O=C(NCc1cccs1)N[C@@H](Cc1ccccc1)C(=O)O	-16.2	8.1	13.1	-6.9	-3.9	4.9	-0.106	-10.9	-27.7
13	Cc1cc(C)n2c(SCc3c(C)noc3C)nnc2n1	1.7	x	x	-0.9	x	x	0.433	1.7	-0.9
14	O=C(CSCc1ccco1)c1ccc(Cl)s1	16.8	7.8	5.3	-7.9	3.0	2.8	-0.953	-1.2	9.3
15	O=C(COC(=O)C1CC1)c1c[nH]c2ccccc12	11.1	2.3	-0.6	-1.4	11.8	4.4	-0.986	5.6	x
16	COc1cccc(CN2CCN(c3cccc(C(F)(F)F)c3)CC2)c1OC	-10.1	6.3	-0.7	0.7	-0.8	3.7	-0.906	-21.5	24.7
17	Cc1cc(C)c2c(=O)n(CC(=O)N3CCC(Cc4ccccc4)CC3)sc2n1	2.0	14.6	5.9	-2.3	7.4	6.3	0.0606	-0.5	-6.4
18	CCOC(=O)c1cccc(NS(=O)(=O)c2c(C)[nH]c(=O)[nH]c2=O)c1	-21.9	2.4	5.0	0.8	-0.4	2.0	-0.044	-8.8	-14.7
19	CCOC(=O)CC(=O)CSc1nc2nc(C)cc(C)n2n1	4.5	0.1	22.1	0.7	3.1	0.7	0.118	1.1	-8.5
20	O=C(Nc1cc(C(F)(F)F)ccc1N1CCOCC1)C1Cc2ccccc2CN1C(=O)c1ccco1 (stereo not drawn)	u	2.6	12.2	-7.6	-3.8	-3.2	-1.82	1.8	9.2

# Compounds shown so far that have a thiophene ring, fused or not (four):
item	molecule	DUSP1 inh	Ec RNAP inh	AP ELISA ortho	Hsp90 inh	CatB block	CatB mixtures	D1 mod	Cdc25B block	tolC growth inh
9	O=C(c1cc(-c2cccs2)on1)N1CCCc2ccccc21	4.0	2.6	11.8	-2.4	-3.5	1.1	0.108	-10.4	43.9
10	CC(=O)Nc1ccccc1OCc1nnc(-c2cccs2)o1	1.3	-1.0	-7.4	-1.7	6.4	2.5	-0.204	2.7	20.8
12	O=C(NCc1cccs1)N[C@@H](Cc1ccccc1)C(=O)O	-16.2	8.1	13.1	-6.9	-3.9	4.9	-0.106	-10.9	-27.7
14	O=C(CSCc1ccco1)c1ccc(Cl)s1	16.8	7.8	5.3	-7.9	3.0	2.8	-0.953	-1.2	9.3

# Five entries out of the list, ordered by number of heavy atoms, ascending.
item	molecule	DUSP1 inh	Ec RNAP inh	AP ELISA ortho	Hsp90 inh	CatB block	CatB mixtures	D1 mod	Cdc25B block	tolC growth inh
6	CC(=O)Nc1cccc(N2CCCC2=O)c1	7.1	8.2	14.1	-2.8	6.1	4.0	1.24	-1.1	-13.8
15	O=C(COC(=O)C1CC1)c1c[nH]c2ccccc12	11.1	2.3	-0.6	-1.4	11.8	4.4	-0.986	5.6	x
19	CCOC(=O)CC(=O)CSc1nc2nc(C)cc(C)n2n1	4.5	0.1	22.1	0.7	3.1	0.7	0.118	1.1	-8.5
8	CCOc1ccc(S(=O)(=O)N2CCN(c3ccccc3)CC2)c2cccnc12	28.5	10.9	-0.7	-5.0	4.6	2.9	2.09	-2.6	9.1
1	CCOC(=O)N1CCC(NC(=O)CC(NS(=O)(=O)c2ccc(C)cc2)c2ccco2)CC1 (stereo not drawn)	4.6	1.6	7.3	-0.7	4.2	6.1	x	-16.8	8.2

# Next part:
item	molecule	DUSP1 inh	Ec RNAP inh	AP ELISA ortho	Hsp90 inh	CatB block	CatB mixtures	D1 mod	Cdc25B block	tolC growth inh
21	Cc1ccc(NC(=O)CSCc2c(C)noc2C)cc1C	14.5	9.4	6.7	0.6	-2.0	4.7	0.0444	-0.9	-1.0
22	Cc1noc(C)c1COC(=O)COc1cccc2c1OC(C)(C)C2	12.6	11.5	3.5	-0.5	5.5	0.4	0.974	-11.9	4.9
23	O=C1c2ccccc2C(=O)N1CCC(=O)N1CCCc2ccccc21	4.8	10.2	-1.3	x	6.0	4.6	1.62	-10.7	-0.9
24	O=c1[nH]c(CS(=O)(=O)c2ccccc2)nc2ccccc12	5.1	x	x	-3.5	x	x	-0.156	-17.7	-3.5
25	CCOC(=O)c1ccc(Nc2nnc(C(C)(C)C)c(=O)[nH]2)cc1	12.3	2.3	24.0	x	-1.4	1.7	0.0838	-1.2	16.6
26	CC(C)=CCCC(C)NC(=O)NC1CCCCC1 (stereo not drawn)	-4.1	7.2	9.8	-5.2	-2.4	-9.7	0.167	-7.0	7.0
27	Cc1onc(-c2ccccc2)c1C(=O)Nc1sc2c(c1C#N)CCC2	25.9	-1.7	-1.9	x	1.6	-3.0	0.286	-5.9	69.6*
28	Cc1noc(C)c1COc1ccc(C(=O)NCc2ccccn2)cc1	-1.9	-11.3	-11.1	-0.3	-1.3	-7.2	-0.0802	-12.4	-0.2
29	CCN(CC)CCN1C(=O)C(=O)/C(=C(/O)c2ccc(C)cc2)C1c1ccncc1 (stereo not drawn)	15.0	7.6	2.0	x	1.6	4.7	0.204	-6.5	1.6
30	CC1CC(C)CN(c2ncc3c(n2)CC(c2ccccc2)CC3=O)C1 (stereo not drawn)	-9.2	2.8	15.4	2.5	-0.7	-2.1	-2.06	1.0	34.8
31	CCOc1ccccc1C(=O)NCc1ccc2c(c1)OCO2	-1.5	6.3	1.0	-5.0	-0.2	6.2	2.56	1.3	10.6
32	COC(=O)c1ccc2ncccc2c1	4.3	-12.3	3.8	-5.0	3.1	9.2	0.937	-5.4	-2.3
33	O=C(O)CC(C(=O)OCCOc1ccccc1)N1CCOCC1 (stereo not drawn)	7.5	x	x	-1.0	x	x	1.06	-9.9	-4.3
34	COc1cccc(N2CCN(C(=O)NC3CCCCC3)CC2)c1	0.7	8.0	-6.5	-3.2	-1.4	1.1	0.185	-18.2	-2.6
35	COc1ccc(NC(C)=O)cc1NC(=O)CSc1nnc(-c2ccccn2)n1C	-5.0	2.7	4.4	-6.7	2.5	2.4	0.547	-0.7	-11.4
36	CCn1c(N)c(C(=O)NC)sc1=S	-2.9	16.5	12.9	-1.4	7.5	6.4	0.0919	-1.0	-12.6
37	CC1(C)OC(=O)C(=CNc2ccccc2)C(=O)O1	-8.4	3.9	7.2	-0.3	1.2	2.3	-0.442	9.4	-12.6
38	COc1ccc(N2C(=O)C3C4C=CC(C4)C3C2=O)c(OC)c1 (stereo not drawn)	-3.8	1.2	10.2	-3.5	4.4	4.9	x	-0.1	-10.9
39	S=c1[nH]nc(Cc2ccccc2)n1-c1ccccc1	-2.8	10.8	1.1	-4.6	1.1	2.2	0.153	0.3	1.6
40	CCCCCOc1ccc(C(=O)NCC(=O)NCC(=O)OCC)cc1	-21.8	x	x	-2.7	3.6	x	0.000524	-21.7	12.8

# Next part
item	molecule	DUSP1 inh	Ec RNAP inh	AP ELISA ortho	Hsp90 inh	CatB block	CatB mixtures	D1 mod	Cdc25B block	tolC growth inh
41	CC(C)Cn1c(=O)c2ccccc2c2ccccc2c1=O	-2.6	7.0	-2.7	-4.1	5.1	-0.9	-0.633	-4.1	44.6
42	Cc1cc(C)c(C#N)c(SCS(=O)c2ccc(C(C)(C)C)cc2)n1 (stereo not drawn)	2.5	0.1	4.5	-1.2	1.4	1.3	0.0494	-15.2	70.6*
43	Cc1ccc(-c2csc3nnc(SCC(=O)NCc4ccc5c(c4)OCO5)n23)cc1	8.2	8.2	4.8	-0.2	3.1	-7.8	19.3*	-15.4	1.8
44	O=C1COc2ccc(C(=O)NCc3ccc4c(c3)OCO4)cc2N1	8.2	7.8	4.1	-0.8	1.1	-0.8	0.619	-4.0	-1.5
45	CC(C)CCn1nnnc1C(c1ccccc1F)N1CCC(C(N)=O)CC1 (stereo not drawn)	5.0	0.7	1.3	3.5	-3.4	1.3	-0.0976	-7.1	-2.3
46	CC(=O)/C=C(\C)Nc1ccc(-c2cnc(-c3ccccc3)o2)cc1	2.2	-27.0	19.0	0.3	-2.5	-5.8	-2.52	2.3	-3.5
47	CCOC(=O)CCS(=O)(=O)c1nc(-c2ccccc2)cc(C(F)(F)F)n1	0.5	3.8	-1.8	-1.7	-2.6	0.9	1.52	0.0	42.7
48	CC(OCC(O)CN(C)CCOc1ccccc1)c1ccc(Cl)cc1 (stereo not drawn)	-17.9	7.3	3.3	-2.5	6.4	35.4	-0.866	-24.2	12.2
49	CCn1c(CNC(C)=O)nnc1SCC(=O)c1ccc(Br)cc1	-2.1	-8.6	3.6	3.8	-1.7	-4.9	0.307	1.2	0.6
50	Cc1cc(C)cc(OCC(=O)Nc2ccccc2C(=O)NCc2ccco2)c1	21.3	0.9	17.7	-13.4	1.8	4.8	-0.445	1.7	6.4
